# p-CIP stab down = p/CIP protein destabilization | Q05BA5 | F442A p/CIP-EGFP cells, EGFP fluorescence, 16 h | decrease of EGFP signal, % at 10 µM | 290,000 tested, 0.01% active;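 active = EGFP signal decrease of at least 30% at 10 µM or well 3 SD below plate mean, unless failing retest; inactive = the rest, including hits failing retest or dose response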; also: some compounds called inactive have numbers as strong as hits; many of its hits are not listed in these tables
# IDE act = boosts human insulin-degrading enzyme activity in HEK cells; AID 493087; 340,000 tested, 0.073% active; FAbeta-B cleavage, fluorescence polarization; 0% vehicle, 100% cell-free pure enzyme wells; activation, % at 5.96 µM;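 active = activation above the mean of all tested compounds plus 3 SD, set per screening campaign, cut at about 17% in these data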
# VIM-2 inhibitor = blocks Pseudomonas aeruginosa VIM-2 metallo-beta-lactamase; purified VIM-2, nitrocefin hydrolysis, epi-absorbance fluorescence; inhibition, % at 5.6 µM; 290,000 tested, 0.89% active;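 active = inhibition above the mean of all tested compounds plus 3 SD, cutoff set per screening run, cut at about 7.5% in these data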;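 also: red hydrolysis product quenches plate fluorescence so inhibitors raise well fluorescence; 0% = enzyme with DMSO and 100% = DMSO without enzyme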
# PHOSPHO1 inh = inhibitors of human PHOSPHO1 phosphatase | Q8TCT1 | recombinant PHOSPHO1, absorbance phosphatase assay | inhibition, % at 13.3 µM | 290,000 tested, 1.1% active | AID 1565; in the data active = inhibition above about 60%
# UBC9 SUMO inh = blocks human SUMOylation mediated by UBC9; P63279; HTRF SUMOylation assay, SAE1/SAE2 + UBC9, in vitro; inhibition, % at 35 µM; 290,000 tested, 0.36% active; AID 2006; in the data active = inhibition above about 50%, passing the limit was not always enough; also: strong numbers were not always called active
# MEKK3 PB1 HTS = MEKK3-MEK5 PB1 interaction, increase or decrease. bead-based flow cytometry, Alexa488-MEK5 binding to MEKK3; actives lie on both sides; 0 = blocked by unlabeled MEK5, 100 = vehicle. binding response (% of control), % at 10 µM. 290,000 tested, 1.4% active. AID 1529. Q99759;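 active = binding response more than 3 SD above or below the average of its plate-row segment, actives on both sides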;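 also: Alexa488 bead fluorescence after subtracting the streptavidin-only scavenger bead signal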
# IMP-1 inh = blocks Pseudomonas aeruginosa IMP-1 metallo-beta-lactamase; purified IMP-1, nitrocefin hydrolysis, epi-absorbance fluorescence; inhibition, % at 5.6 µM; 290,000 tested, 0.45% active; AID 1556;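 active = inhibition above the mean plus 3 SD of all compounds in the same screening run, cut at about 4.5% in these data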;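 also: 0% = IMP-1 with DMSO and 100% = DMSO wells lacking enzyme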
#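 System: purified recombinant IMP-1 beta-lactamase. Medium: Zinc- and detergent-supplemented HEPES buffer, pH 7.1. Compound: one 5.6 µM dose […]. Schedule: 15 min preincubation plus 25 min reaction at 25 °C. Technique: Epi-absorbance fluorescence, 480 nm excitation, 530 nm emission.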
# FID counter = displaces DNA intercalator in HCV helicase counter-screen. DNA fluorescent intercalator displacement, fluorescence. inhibition, % at 7.9 µM. 290,000 tested, 0.17% active; in the data active = inhibition above about 37%;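 also: 0% = vehicle and 100% = reference compound; higher means more ethidium bromide displaced from hairpin DNA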
# NS3 helicase inh = HCV NS3 helicase inhibition; NS3 helicase DNA unwinding, Cy5 molecular beacon fluorescence; 290,000 tested, 0.56% active; inhibition, % at 10.9 µM;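 active = inhibition above the mean of all tested compounds plus 3 SD, set per campaign, cut at about 35% in these data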;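 also: 0% = DMSO wells and 100% = thioflavine S control wells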
#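 Assay system – hepatitis C virus NS3 helicase domain fragment enzyme · Buffer or medium – MOPS pH 6.5, MgCl2, DTT, Tween20, BSA · Reagent – Cy5/quencher beacon DNA duplex and ATP to start · Compound – single 10.9 µM dose · Timing – 1 h at 25 °C · Technique – Cy5 beacon fluorescence read at start and 1 h · Measure – % inhibition of unwinding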
# The depositor's hits bear a star; x = no result given; [ ] = another dose, or the depositor's remark. An excerpt. The share of hits here may be higher or lower than overall.
# The line under a structure holds: p-CIP stab down	IDE act	VIM-2 inhibitor	PHOSPHO1 inh	UBC9 SUMO inh	MEKK3 PB1 HTS	IMP-1 inh	FID counter	NS3 helicase inh
COc1cc2[nH]c(=S)nc(NCc3ccc(Cl)cc3)c2cc1OC
 : -10	-2	-4.5	-6	-3	103	-5.1	6	-14
Cc1ccc(CCNC(=O)c2cccc(N3CCCC3=O)c2)cc1
 : -3	1	1.3	-124	9	98	-0.2	-29	-5
CNc1nc(SC)nc(N(C)C#N)n1
 : -16	0	0.5	36	13	99	-0.6	-1	1
CC(C)OC(=O)CSc1nnc(-c2ccc(Cl)cc2)n1N
 : 0	2	1.5	21	11	109	-2.8	1	1
COc1ccc(C(C)C)cc1S(=O)(=O)NCCCn1ccnc1
 : -3	1	-3.3	8	-5	104	-1.5	3	-30
O=C(O)CSCCC(=O)Nc1ccc(F)cc1
 : -9	-2	-2.2	14	15	103	-2.8	5	7
CCCCn1c(CNC(=O)CCC)nc2ccccc21
 : -13	-2	-4.9	14	8	115	-1.9	-6	-3
COc1ccc(Cc2noc(CN(C)CCc3ccccc3)n2)cc1OC
 : 4	5	1.5	24	7	76	1.5	-39	17
COC(=O)CC1SC(=O)NC1=Nc1ccc(C)cc1 (stereo unspecified)
 : 2	5	-1.7	21	21	107	-1.9	1	4
CSc1oc(-c2ccco2)nc1S(=O)(=O)c1ccc(C)cc1
 : 4	3	0.5	13	2	104	-2.4	-28	22
Cc1onc(-c2ccccc2)c1C(=O)NCc1cccs1
 : -4	4	-2.7	4	4	104	-1.2	-3	-2
CCOC(=O)Nc1nc(-c2ccccc2)c(C(=O)c2ccc(Cl)cc2)s1
 : -16	3	-1.9	3	2	110	-1.6	-11	-5
COc1ccc2cc(C#N)c(SCC(=O)Nc3nonc3C)nc2c1
 : -23	2	-3.4	19	5	103	-1.4	-12	0
CCCN1/C(=C2/SC(=S)N(CC)C2=O)C=Cc2ccccc21
 : -4	9	-2.9	13	-16	102	-0.8	6	-7
COc1ccc(-c2csc3ncn(-c4ccccc4)c(=O)c23)cc1OC
 : -9	6	-0.9	15	-2	94	-2.5	-5	-6
O=C(NC1CCCC1)C(=O)N(Cc1cccnc1)C(C(=O)NCc1ccco1)c1ccccc1F (stereo unspecified)
 : -6	-3	-2.7	36	7	96	-3.9	-20	-9
CCc1ccc(C2=NN(CCC(=O)NCC3CCCO3)C(=O)CC2)cc1 (stereo unspecified)
 : -2	3	-2.5	23	9	100	-4.6	-36	7
C=CCC(C=C)S(=O)(=O)c1ccc(C)cc1 (stereo unspecified)
 : -5	3	-2.9	-12	18	95	-2.1	-24	6
CC(=O)Nc1cccc(OC(=O)c2ccoc2C)c1
 : 2	5	-3.6	9	-5	100	-3.7	0	3
Cc1ccc(S(=O)(=O)Nc2c(C)nn(C)c2C)cc1
 : -11	0	-2.4	4	27	97	-2.6	-1	1
CCCN(CC(=O)Nc1cc(C)on1)S(=O)(=O)c1cccc(C(F)(F)F)c1
 : 9	0	1.5	-20	-12	67	-1.7	-5	-6
C=CCc1ccc(OCCCCN2CC(C)OC(C)C2)c(OC)c1 (stereo unspecified)
 : -12	5	-3.0	15	-5	111	0.2	4	0
CC1=Nc2ccccc2NC(=O)C1Sc1nnc(C)s1 (stereo unspecified)
 : -15	-1	-4.5	6	22	104	-7.5	-11	2
Cc1ccc(NC(=O)c2ccc(NCc3ccco3)c([N+](=O)[O-])c2)cc1Cl
 : -20	-5	-4.4	-6	7	103	-3.6	4	-7
Cc1ccc(NC(=O)C2CC(O)CN2C(=O)OCc2ccccc2)c(C)c1 (stereo unspecified)
 : -4	-2	-2.7	30	-3	101	-3.4	-13	0
Cc1ccc(-c2nnc(N3CCCCC3)c3ccccc23)cc1
 : -12	5	1.6	20	15	105	-1.8	-34	-2
O=C1CC(c2ccc(S(=O)(=O)Nc3cc(C(F)(F)F)cc(C(F)(F)F)c3)cc2)CN1 (stereo unspecified)
 : -15	-1	-1.1	-34	7	101	0.6	-5	4
CC(C)CCC(CC(C)O)C(=O)NNC(=S)Nc1ccccc1 (stereo unspecified)
 : -14	0	-4.5	12	4	105	-3.9	-11	-8
O=[N+]([O-])c1ccc(C2CN=C(Nc3ccccc3)S2)cc1 (stereo unspecified)
 : -3	1	-2.2	5	5	x	-2.3	14	-12
Cc1cc(NC(=O)CCC(=O)N(Cc2ccco2)C2(C(=O)NC3CCCCC3)CCCCC2)no1
 : -3	2	0.8	-13	-2	101	-0.9	-45	8

# In the list so far, three have two or more sulfur atoms.
# The line under a structure holds: p-CIP stab down	IDE act	VIM-2 inhibitor	PHOSPHO1 inh	UBC9 SUMO inh	MEKK3 PB1 HTS	IMP-1 inh	FID counter	NS3 helicase inh
CSc1oc(-c2ccco2)nc1S(=O)(=O)c1ccc(C)cc1
 : 4	3	0.5	13	2	104	-2.4	-28	22
CCCN1/C(=C2/SC(=S)N(CC)C2=O)C=Cc2ccccc21
 : -4	9	-2.9	13	-16	102	-0.8	6	-7
CC1=Nc2ccccc2NC(=O)C1Sc1nnc(C)s1 (stereo unspecified)
 : -15	-1	-4.5	6	22	104	-7.5	-11	2

# New compounds follow:
molecule	p-CIP stab down	IDE act	VIM-2 inhibitor	PHOSPHO1 inh	UBC9 SUMO inh	MEKK3 PB1 HTS	IMP-1 inh	FID counter	NS3 helicase inh
COc1ccc(-c2nnc(NC(=O)c3ccco3)s2)cc1	0	-3	0.4	39	6	103	-0.3	-8	0
Cc1ccc(S(C)(=O)=NS(=O)(=O)c2cccc3nsnc23)cc1 (stereo unspecified)	-8	4	-0.8	43	14	104	-3.0	4	-3
N#C/C(=C/c1ccc(OCc2ccc(C(=O)O)cc2)cc1)C(=O)Nc1ccccc1	13	-1	-1.1	-6	10	106	-2.6	-31	11
Cn1c(=O)oc2cc(S(=O)(=O)NCCC(=O)NCCc3ccccc3)ccc21	7	-2	0.7	17	-4	93	-1.1	-8	-7
CC(C)(C)c1ccc(-c2cn(-c3ccc(Br)cc3)c3[n+]2CCCS3)cc1	-29	4	-2.1	21	-1	103	-3.1	2	-74
COC(=O)c1sc(NC(=S)NC(=O)c2cccc(Br)c2)nc1C	-61	-2	-2.7	x	7	107	-2.3	-6	1
CC(=O)c1cc(-c2ccccc2)n(CCC(=O)NC2CCCCCCC2)c1C	-13	6	-4.2	-7	9	106	-0.8	-34	4
COc1cc(OC)c(OC)cc1NC(=O)CC1COc2ccccc2O1 (stereo unspecified)	-12	5	-2.9	6	-32	104	-5.2	-15	3
O=C(Nc1cccc(Cl)c1)N1CCCC1	2	-6	-1.5	10	20	100	-1.1	0	7
CCCOc1ccc(C2=NNC(=O)CC2)cc1	-1	4	-1.5	-9	12	68*[inhibitor]	-4.0	-7	10
CC(C)(C)c1ccc(C(=O)N2CCN(CCNC(=O)C(=O)NCc3ccc(Cl)cc3)CC2)cc1	-14	5	-2.6	x	-2	95	-1.2	-41	-18
CC1CCCN(CCCNC(=O)c2nn(C)c3c2CS(=O)(=O)c2ccccc2-3)C1 (stereo unspecified)	-9	-5	-0.9	15	14	102	-0.8	-1	4
CSc1nc(SCC(=O)NCc2ccco2)c2c3c(sc2n1)COC(C)(C)C3	-5	-5	-1.0	-4	22	107	-1.9	-13	6
COc1ccc2[nH]c3c4c(ccc3c2c1)C(=O)C=CC4=O	-13	-13	2.6	6	13	89	-1.0	11	13
CN(C)CCNC(=O)C(=O)NCC1OCCN1S(=O)(=O)c1ccc2c(c1)OCCO2 (stereo unspecified)	-7	2	0.2	37	23	113	-3.6	1	7
CN(C)CCNC(=O)COc1cccc2c1OC(C)(C)C2	7	2	-0.8	-1	6	108	-3.4	0	-7
CCn1cc(/C=N\NC(=O)c2csc3ccccc23)c(C)n1	6	2	-3.7	50	1	x	-4.0	-5	-4
CCOc1ccc(CC(=O)OCn2nnc3ccccc3c2=O)cc1	3	7	-3.5	-10	-5	105	-2.9	-14	-3
CS(=O)(=O)NNC(=O)c1sccc1OCc1ncc(C(F)(F)F)cc1Cl	-12	8	-1.2	38	16	103	-2.2	-3	-16
CN(C)c1nc(OCCNC(=O)Nc2ccc(Cl)cc2)nc(N(C)C)n1	-2	-6	0.2	8	-20	82	-1.7	-11	-6
c1csc(-n2nc3ccccc3n2)c1	-3	3	-0.5	-5	12	101	-1.9	-2	-5
Cc1cc(N=Cc2c(O)n(-c3cccc(C(F)(F)F)c3)c(=O)c3ccccc23)no1	-5	0	-3.3	1	-8	86	-2.4	-12	5
C=CCc1cccc(/C=N/NC(=O)CNc2ccccc2OC)c1O	19	0	-0.7	-2	-55	101	-1.1	-19	-9
COCCn1c(SCc2ccc(F)cc2)nc2ccccc2c1=O	-22	9	-3.2	18	-1	102	-1.3	-42	-4
Clc1cccc(-c2nc(NCCN3CCOCC3)c3ccccc3n2)c1	-11	2	-1.4	34	6	107	-1.9	9	-16

# Structures listed above shown as hits in MEKK3 PB1 HTS.
molecule | p-CIP stab down | IDE act | VIM-2 inhibitor | PHOSPHO1 inh | UBC9 SUMO inh | MEKK3 PB1 HTS | IMP-1 inh | NS3 helicase inh
CCCOc1ccc(C2=NNC(=O)CC2)cc1 | -1 | 4 | -1.5 | -9 | 12 | 68*[inhibitor] | -4.0 | 10

# Remaining list, next part.
molecule	p-CIP stab down	IDE act	VIM-2 inhibitor	PHOSPHO1 inh	UBC9 SUMO inh	MEKK3 PB1 HTS	IMP-1 inh	FID counter	NS3 helicase inh
O=C(c1cc(COc2c(F)cccc2F)on1)N1CCc2ccccc2C1	-6	7	-2.0	-1	4	103	-3.2	-20	6
COc1ccc(-c2csc3ncnc(N4CCN(c5cccc(C)c5C)CC4)c23)cc1	-17	5	-4.5	21	-10	103	-5.2	-8	13
COc1cc(OC)c2c(C)cc(=O)oc2c1C(CCN1CCOCC1)c1ccc(N(C)C)cc1 (stereo unspecified)	1	-1	x	18	3	92	x	x	x
CCOC(=O)C1CCCN(S(=O)(=O)c2ccc(OC)cc2)C1 (stereo unspecified)	6	8	-4.1	6	16	98	-3.8	-18	9
CCc1ccc(CCC(=O)Nc2ccc(C)c(C)c2)o1	-2	13	-4.2	13	13	106	-4.1	-8	-6
CCOC(=O)CN(C(=O)CSc1nnc(-c2ccncc2)n1CCCOC)c1ccccc1	-8	11	-2.9	-10	15	97	-6.6	-27	5
